Bioassay records: PubChem, National Center for Advancing Translational Sciences (NCATS)
Peg3 imprint: qHTS Assay for Compounds that Induce Erasure of Genomic Imprints; hit rate 0.02% among 110,000; Potency, µM (titrated, usually from 60.7 µM), without a hit: at the top dose activity change, positive = activation, usual class: activators; mouse ES Peg3-LacZ reporter, beta-gal luminescence, 40 h;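 also: 0% = negative control wells on the plate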
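Readout: BetaGlo luminescence (5 min, room temp) for LacZ from the normally silent maternal Peg3 allele in female Peg3LacZ-Neo ES cells. Cells 300/well, 40 h, 37C, 5% CO2. Data normalized per plate to negative controls.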
p53ts 39C kill: qHTS Screen for Compounds that Selectively Target Cancer Cells with p53 Mutations: Cytotoxicity of p53ts Cells at the Nonpermissive Temperature; H1299-p53A138V viability at 39C, ATP luminescence, 24 h; Potency, µM (series often up to 46.1 µM), inactives show at the highest dose activity change, negative = cell killing, usual class: cytotoxic; hit rate 1.5% among 130,000; also: nearly all actives have a fitted effect of over 55% in size
IkB signaling: IkB Signaling | ABC-DLBCL IkBa-CBG/CBR dual luciferase ratio, 4 h; response scale: scaled: untreated 0%, proteasome inhibitor 100% | hit rate 0.04% among 110,000 | Potency, µM (titrated, usually from 57.1 µM), inactives show at the top dose IkBa stabilization activation; active = well fitted curve in the direction sought with a large enough effect in the signal ratio, not every such curve was filed as active; inconclusive = small, poorly fitted or top-dose-only effect, or a change in a side signal; the % refers to the signal ratio;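 also: the direction sought is a rising ratio; 0% = basal untreated cells and 100% = reference inhibitor full response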
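In this assay, an IκBα–CBG68 fusion accumulates when IKK-driven degradation is blocked; native CBR normalizes for cell number. OCI-Ly3 cells were treated 4 h with compound and doxycycline, then green and red light read after Chroma-Glo addition.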
p53ts 32C tox: qHTS Screen for Compounds that Selectively Target Cancer Cells with p53 Mutations: Cytotoxicity of p53ts Cells at the Permissive Temperature | H1299-p53A138V at 32C, ATP luminescence viability, 24 h | Potency, µM (top dose mostly 46.1 µM), inactives show at the top dose activity change, negative = cytotoxicity, hits mostly cytotoxic | hit rate 0.93% among 130,000 | AID 924, 2007;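 also: 0% = DMSO and -100% = full killing by reference compound; nearly all actives have a fitted effect of over 55% in size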
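H1299-p53 A138V cells (temperature-sensitive p53) exposed 24 h to up to 46 uM compound at 32C, where p53 is wild-type in conformation. Viability read as ATP luminescence and normalised to DMSO and 100 uM tamoxifen. AC50 fitted with the Hill equation.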
The depositor's hits bear a star; ? = inconclusive; . = not tested or not shown; [ ] = remark or other dose. Unless noted, calls follow the shape of the dose curve; as a rule, active = well fitted curve in the direction sought with a large enough effect; inconclusive = small, poorly fitted or top-dose-only effect, or another doubt; inactive = no such curve, though single readings can be large; an effect the other way counts as inactive or inconclusive. Unless noted, % is scaled to controls: 0 for no effect and ±100 for the full control effect; potency is read from the fitted curve at half-maximal effect. The order is random; any-hit rate near 1.7%.

structure	Peg3 imprint	p53ts 39C kill	IkB signaling	p53ts 32C tox
S=c1[nH]nc(-c2ccco2)n1/N=C/c1cccs1	.	-9%	.	-9%
CCN(c1cccc(C(F)(F)F)c1)S(=O)(=O)c1ccc2c(c1)CCN2C(=O)C1CC1	-30%	1%	?	2%
CC(C)(C)c1nnc(NC(=O)CN2C(=O)C3C4C=CC(C4)C3C2=O)s1 (configuration not stated)	2%	1%	-1.4%	1%
CC(=O)OCCC(C)CCC=C(C)C (configuration not stated)	5%	11%	.	-11%
Cc1cc(NC(=O)Nc2nnc(N(C)Cc3ccccc3)s2)ccc1Br	-10%[10.9 µM]	-27%	0.1%	-9%
CCc1ccccc1N1C(=O)N(C)c2ccccc2S1(=O)=O	-5%[10.9 µM]	0%	0.0%	0%
COc1cccc(N(CC(=O)NCc2cccnc2)S(C)(=O)=O)c1	0%	10%	1.5%	13%
Cc1cc(C)c(C#N)c(SCC(=O)Nc2ccccc2C#N)n1	-14%[10.9 µM]	10%	?	?
CCN(CC)CCCNC(=O)c1cn(CC)c2ccc(S(=O)(=O)N3CCC(C)CC3)cc2c1=O	13%[10.9 µM]	5%	0.3%	-3%
COc1ccccc1CNC(=O)C1CCCN(S(=O)(=O)c2ccc3c(c2)oc(=O)n3C)C1 (configuration not stated)	-1%[10.9 µM]	11%	3.6%	-4%
CCOC(=O)CCCCN(Cc1ccccc1F)S(=O)(=O)c1ccc(F)c(C(=O)Nc2cc(Cl)cc(Cl)c2)c1	13%[10.9 µM]	-16%	?	4%
Cc1ccc2c(c1)N(C(=O)N1CCC(C(=O)NC3CCCCCC3)CC1)CC(C)O2 (configuration not stated)	3%[10.9 µM]	0%	3.1%	2%
COc1ccc(C(C#N)C2(C)OCCO2)cc1OC (configuration not stated)	-5%	-7%	0.0%	2%
Cc1ccc(CNC(=O)c2oc3ccc(S(=O)(=O)N4CCCC(C)C4)cc3c2C)cc1 (configuration not stated)	-18%[10.9 µM]	-16%	?	21%
CCn1c2ccccc2c2nc3cc(OC)c(OC)cc3nc21	-22%	-27%	-4.5%	-29%
CCc1ccc(N2CCCn3c2nc2c3c(=O)n(CCN3CCOCC3)c(=O)n2C)cc1	-5%	3%	1.4%	-2%
COc1ccc(C(C#N)N2CCOCC2)cc1 (configuration not stated)	.	-6%	.	0%
COc1ccccc1-c1cc(C(=O)Nc2cc(C)on2)no1	-2%	-22%	?	-16%
Cc1nc2cc(-n3ccc(=O)cc3)ccc2n1-c1ccccc1	-13%	10%	1.8%	2%
CCC(Oc1ccc(F)cc1)C(=O)Nc1c(C(=O)c2ccc(C)cc2)oc2ccccc12 (configuration not stated)	-7%[10.9 µM]	19%	-0.2%	-5%
COC(=O)C1=C(C)NC(C)=C(C(=O)OC)C1c1cc2cc(C)ccc2[nH]c1=O	-8%	1%	4.3%	-1%
CCCOC(=O)C1=C(C)NC2=C(C(=O)CCC2)C1c1cccc(OC)c1OC (configuration not stated)	0%	2%	0.8%	5%
Cc1ccc(NC(=O)Cc2nn(C)c(=O)c3ccccc23)cc1F	-18%	3%	1.6%	-6%
COc1ccccc1Nc1nc(N)nc(-c2cc3ccccc3o2)n1	3%	-1%	-0.1%	-5%
COc1ccc(C(=O)c2cn[nH]c2-c2cc(Cl)ccc2O)cc1	-17%	19%	?	7%
CN(C)CCCN1c2ccc3ccccc3c2Sc2cccc(Cl)c21	11%[10.9 µM]	-23%[9.22 µM]	-2.8%[11.4 µM]	-6%[9.22 µM]
CCc1ccc(NC2=CC(=O)CC(c3ccco3)C2)cc1 (configuration not stated)	-7%	-5%	1.5%	-8%
Cc1ccnc(NS(=O)(=O)c2ccc(NS(=O)(=O)Cc3ccccc3)cc2)n1	-3%	-4%	2.4%	-7%
CC(C)c1ccc(NC(=O)c2ccc3c(c2)CCN3S(=O)(=O)c2ccccc2)cc1	-21%[10.9 µM]	-24%	-1.8%	-6%
Cc1cccc(N2CCN(c3nc4ccccc4c4nc(-c5ccccc5)nn34)CC2)c1C	-8%[10.9 µM]	16%	-0.9%	5%

Carrying on.
structure	Peg3 imprint	p53ts 39C kill	IkB signaling	p53ts 32C tox
Cc1ccc(OCc2nnc(SCC(=O)Nc3cccc4ccccc34)n2-c2ccccc2)cc1	.	11%	.	0%
COCCCNC(=O)Cn1cnc2sc(C)c(S(=O)(=O)N3CCC(C)CC3)c2c1=O	9%[10.9 µM]	18%	?	-3%
CC(C)Oc1ccc(C(=O)Nc2nnc(SCC(=O)N3CCOCC3)s2)cc1	.	0.5µM*	.	0.63µM*
CCC(=O)N1CCc2cc(Br)cc(S(=O)(=O)NCCc3ccc(OC)c(OC)c3)c21	-8%[10.9 µM]	-10%	-2.9%	2%
Cc1ccc(CNC(=O)CCC(=O)N2CC(C)Sc3ccccc32)cc1 (configuration not stated)	-8%[10.9 µM]	-20%	?	5%
O=S(=O)(NCC1CC1)c1cccc(S(=O)(=O)N2CCCC2)c1	.	0%	8.5%	-1%
CC1CCN(Cc2nc(-c3ccccc3)no2)CC1	.	-6%	-1.6%	-27%
CCOC(=O)c1ccccc1NC(=O)Cn1cnc2c(cnn2C(C)(C)C)c1=O	2%	0%	-1.6%	15%
COc1ccc(CC(=O)Nc2c(C(=O)Nc3ccccc3F)oc3ccccc23)cc1	-8%[10.9 µM]	-20%	-0.1%	-6%
O=C(Cn1c(=O)nc(-c2ccccc2)c2ccccc21)NCCc1ccccc1	4%[10.9 µM]	-16%	?	12%
COc1cccc(CNC(=O)C2CCN(S(=O)(=O)c3cccc4cccnc34)CC2)c1	-17%	7%	-0.7%	8%
Cc1cc(NC(=O)CSc2nc3c(c(=O)n(C)c(=O)n3C)n2C(C)C)no1	-5%	4%	-1.6%	1%
CC1=C(C(N)=O)C(c2cccc(C)c2)n2nc(-c3ccc(Cl)cc3)nc2N1 (configuration not stated)	-7%[10.9 µM]	?	2.8%	-18%
CC(N)C12CC3CC(C1)CC(C(C)N)(C3)C2 (configuration not stated)	?	-5%	-0.6%	3%
CCOC(=O)c1ccc(NC(=O)CCC(=O)N2CCSc3ccccc32)cc1	-18%[10.9 µM]	?	-1.7%	-17%
COc1ccc(OC(C)c2nc3ccccc3[nH]2)cc1 (configuration not stated)	-23%[10.9 µM]	-19%	?	2%
CCOc1ccc2[nH]c(C)c(CN(C)C)c(=O)c2c1	-2%	1%	1.1%	-5%
NC(=O)C1(N2CCCCC2)CCN(C(=O)CSc2nc3ccccc3[nH]2)CC1	-9%	5%	5.7%	5%
O=C(NCC1CCCO1)c1ccc(CS(=O)(=O)c2ccc(Br)cc2)o1 (configuration not stated)	-8%	0%	0.4%	10%
Nc1nc2c([nH]c(=O)n2C2OC(CO)C(O)C2O)c(=O)[nH]1 (configuration not stated)	6%	18%	.	2%
CCn1c(SCCC(=O)Nc2ccccc2)nnc1-c1ccc(OC)cc1	-12%	8%	1.1%	3%
CC(=O)N1CCc2cc(S(=O)(=O)NCCC(=O)Nc3cccc(C)c3C)ccc21	9%	-3%	1.2%	1%
Cc1ccc(NC(=O)C2CCCN(S(=O)(=O)c3c(C)n[nH]c3C)C2)cc1Cl (configuration not stated)	6%[10.9 µM]	5%	3.4%	1%
Cc1nn(-c2ccc(F)cc2)c(Cl)c1/C=N/NC(=O)c1cccs1	.	-5%	.	?
O=C(c1ccc2c(c1)N(Cc1ccccc1)C(=O)c1ccccc1S2(=O)=O)N1CCN(c2ccccn2)CC1	-9%[10.9 µM]	-23%	?	-29%
Cn1ccnc1SCC(=O)Nc1ccc(Oc2ccccc2)cc1	-23%	-20%	?	-15%
Cc1nc2scc(-c3ccccc3)c2c(=O)n1N	-6%	-10%	0.5%	4%
C=CCn1c(COc2ccccc2)nnc1SCc1ccc(C#N)cc1	-6%	-6%	0.6%	-15%
Cc1ccc(CNc2nccn(-c3cc(C)cc(C)c3)c2=O)cc1	-12%[10.9 µM]	-11%	-0.7%	6%
Cc1ccc(C)c(CN2CCNC2=O)c1	12%	-6%	-1.9%	3%

(listing goes on)
structure	Peg3 imprint	p53ts 39C kill	IkB signaling	p53ts 32C tox
O=C(c1csnn1)N1CCC2(CCCN(c3ccc(-c4ccccc4)cc3)C2)CC1	.	-17%	0.5%[11.4 µM]	-21%
CC(C)(C)NC(=O)C1CC(=O)OC1(C)C (configuration not stated)	-12%	8%	0.7%	7%
Cc1ccc(S(=O)(=O)N(CC(O)CN2CCCCC2)c2ccccc2)cc1 (configuration not stated)	-7%	-5%	1.0%	-5%
C=C(C)c1cccc(C(C)(C)NC(=O)N2CCCC2)c1	.	-1%	.	0%
CCOC(=O)c1oc2ccccc2c1NC(=O)c1ccccc1OC	-14%	-22%	1.8%	0%
CCOc1ccc(NC(=O)Nc2ccc3c(c2)nnn3C)cc1	-4%	20%	-3.7%	3%
CCOCCSc1nnc2nc(C)cc(C)n12	-3%	13%	11%	3%
CCOC(=O)c1c(C)[nH]c(C(C)=O)c1C	-8%	-3%	3.3%	9%
O=C(OCCCCN1C(=O)c2ccccc2C1=O)c1ccc(S(=O)(=O)N2CCCC2)cc1	-1%	-1%	1.7%	-3%
Cc1oc(-c2ccccc2Cl)nc1CS(=O)(=O)CC(=O)NCc1ccc(F)cc1	-5%[10.9 µM]	-27%	0.6%	0%
COc1ccc(C)cc1-n1nnnc1SCC(=O)c1cc(C)n(Cc2ccco2)c1C	-10%	-11%	-0.4%	-12%
COc1ccccc1NC(=O)CN1CCN(CC(=O)Nc2cc(NC(C)=O)ccc2OC)CC1	-9%	-5%	2.9%	19%
CCC(C(=O)Nc1cc(OC)ccc1OC)n1c(C)c2cnn(-c3ccccc3)c(=O)c2c1C (configuration not stated)	6%[10.9 µM]	-11%	-0.1%	3%
CCn1c(SCC(=O)Nc2ccccc2)nc2c1c(=O)n(C)c(=O)n2C	.	-4%	.	-5%

Already shown: 2 of the compounds above.
structure	Peg3 imprint	p53ts 39C kill	IkB signaling	p53ts 32C tox
CCOC(=O)c1oc2ccccc2c1NC(=O)c1ccccc1OC	-14%	-22%	1.8%	0%
CCOc1ccc(NC(=O)Nc2ccc3c(c2)nnn3C)cc1	-4%	20%	-3.7%	3%

Ordered by number of heavy atoms (rising): some entries from above.
structure	Peg3 imprint	p53ts 39C kill	IkB signaling	p53ts 32C tox
Cc1ccc(C)c(CN2CCNC2=O)c1	12%	-6%	-1.9%	3%
CCOCCSc1nnc2nc(C)cc(C)n12	-3%	13%	11%	3%
C=C(C)c1cccc(C(C)(C)NC(=O)N2CCCC2)c1	.	-1%	.	0%
CCOc1ccc(NC(=O)Nc2ccc3c(c2)nnn3C)cc1	-4%	20%	-3.7%	3%
Cc1ccc(CNc2nccn(-c3cc(C)cc(C)c3)c2=O)cc1	-12%[10.9 µM]	-11%	-0.7%	6%
CCOC(=O)c1oc2ccccc2c1NC(=O)c1ccccc1OC	-14%	-22%	1.8%	0%
CCn1c(SCC(=O)Nc2ccccc2)nc2c1c(=O)n(C)c(=O)n2C	.	-4%	.	-5%
Cc1ccc(S(=O)(=O)N(CC(O)CN2CCCCC2)c2ccccc2)cc1 (configuration not stated)	-7%	-5%	1.0%	-5%
Cc1oc(-c2ccccc2Cl)nc1CS(=O)(=O)CC(=O)NCc1ccc(F)cc1	-5%[10.9 µM]	-27%	0.6%	0%
O=C(c1csnn1)N1CCC2(CCCN(c3ccc(-c4ccccc4)cc3)C2)CC1	.	-17%	0.5%[11.4 µM]	-21%
COc1ccc(C)cc1-n1nnnc1SCC(=O)c1cc(C)n(Cc2ccco2)c1C	-10%	-11%	-0.4%	-12%
O=C(OCCCCN1C(=O)c2ccccc2C1=O)c1ccc(S(=O)(=O)N2CCCC2)cc1	-1%	-1%	1.7%	-3%
CCC(C(=O)Nc1cc(OC)ccc1OC)n1c(C)c2cnn(-c3ccccc3)c(=O)c2c1C (configuration not stated)	6%[10.9 µM]	-11%	-0.1%	3%
